Assay outcomes deposited in PubChem BioAssay by several laboratories.
SRC1 inh: inhibitors of human steroid receptor coactivator 1 (SRC1); Q15788; inhibition, % at 3.6 µM; HEK293 GAL4-SRC1 luciferase reporter, luminescence; 360,000 compounds, 0.12% hits;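 active = inhibition above the campaign mean plus 3 SD, with each screening campaign given its own cutoff, cut at about 60% in these data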;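 note: 0% = DMSO treated cells and 100% = gossypol at 36 µM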
LRH-1 inv ag: NR5A2 inverse agonism in reporter assay | O00482 | HEK293T StAR-luciferase reporter, LRH-1 transfected, 24 h | inhibition, % at 3.6 µM | 360,000 compounds, 0.13% hits | AID 602396;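 active = inhibition above the mean inhibition of all tested compounds plus 3 SD, cut at about 73% in these data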;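 note: 0% = DMSO wells and 100% = reporter-only cells lacking LRH-1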
Target sequence (O00482 whole entry, looked up): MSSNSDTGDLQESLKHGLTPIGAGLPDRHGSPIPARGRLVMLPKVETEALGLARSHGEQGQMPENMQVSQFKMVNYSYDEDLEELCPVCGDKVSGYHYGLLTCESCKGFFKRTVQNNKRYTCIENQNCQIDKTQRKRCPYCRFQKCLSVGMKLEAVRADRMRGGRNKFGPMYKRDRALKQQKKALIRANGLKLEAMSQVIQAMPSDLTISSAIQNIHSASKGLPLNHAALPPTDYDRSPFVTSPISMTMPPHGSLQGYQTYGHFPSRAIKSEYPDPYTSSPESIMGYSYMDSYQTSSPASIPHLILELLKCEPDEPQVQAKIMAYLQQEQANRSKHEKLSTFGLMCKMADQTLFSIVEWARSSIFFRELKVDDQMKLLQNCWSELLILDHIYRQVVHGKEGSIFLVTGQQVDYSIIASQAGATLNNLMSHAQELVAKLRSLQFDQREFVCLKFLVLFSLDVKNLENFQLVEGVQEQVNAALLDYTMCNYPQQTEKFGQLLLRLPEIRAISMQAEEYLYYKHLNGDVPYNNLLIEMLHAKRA
SRC3 inh: human NCOA3 inhibition; Q9Y6Q9; HEK293 GAL4-SRC3 luciferase reporter, luminescence; inhibition, % at 3.6 µM; 360,000 compounds, 0.17% hits;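 active = inhibition above a per-campaign cutoff, the mean of all compounds plus 3 SD, cut at about 60% in these data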;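 note: 0% = DMSO-treated cells and 100% = gossypol-treated cells at 36 µM; higher means less SRC3-driven luciferase light from the GAL4 reporter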
TWEAK Fn14 block: TWEAK-Fn14 signaling inhibition; TWEAK-stimulated Fn14 reporter cells, luciferase luminescence, 8 h; inhibition, % at 10 µM; 360,000 compounds, 2% hits; in the data active = inhibition above about 50%
TROY signal inh: TROY signaling inhibition; Q293 LMP1-TROYcd NF-kB luciferase reporter, 4 h; inhibition, % at 10 µM; 360,000 compounds, 0.98% hits; AID 1347056;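 active = compounds whose plate-normalised and pattern-corrected inhibition of the luciferase reporter signal at the single screening dose is 50% or more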
LMP1 NFkB inh: reduces LMP1-driven NF-kappaB luciferase signal; LMP1-induced NF-kappaB luciferase reporter cells, luminescence; inhibition, % at 12.5 µM; 350,000 compounds, 0.69% hits; AID 504558; in the data active = inhibition above about 41%;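 note: 0% = neutral control wells and 100% = reference inhibitor control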
C8 TRAIL sens: caspase-8 TRAIL sensitization; NB7+C8 cells + TRAIL, ATPlite viability luminescence; inhibition (viability loss, TRAIL sensitization), % at 10 µM; 360,000 compounds, 1% hits; AID 624354;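 active = compounds causing at least 50% loss of cell viability in the single-dose screen, relative to plate controls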
COUP-TFII inh: inhibitors of human COUP-TFII (NR2F2). 370,000 compounds, 0.7% hits. AID 686940. P24468. inhibition, % at 8.6 µM. HEK293T NGFI-A luciferase reporter, luminescence;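 active = inhibition above a per-plate cutoff, mean inhibition of test wells between control levels plus 3 SD, cut at about 38% in these data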;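 note: cells cotransfected with COUP-TFII expression vector driving the NGFI-A reporter; 0% = median of COUP-TF2 test wells and 100% = reporter-only cells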
Target sequence (P24468 whole entry, looked up): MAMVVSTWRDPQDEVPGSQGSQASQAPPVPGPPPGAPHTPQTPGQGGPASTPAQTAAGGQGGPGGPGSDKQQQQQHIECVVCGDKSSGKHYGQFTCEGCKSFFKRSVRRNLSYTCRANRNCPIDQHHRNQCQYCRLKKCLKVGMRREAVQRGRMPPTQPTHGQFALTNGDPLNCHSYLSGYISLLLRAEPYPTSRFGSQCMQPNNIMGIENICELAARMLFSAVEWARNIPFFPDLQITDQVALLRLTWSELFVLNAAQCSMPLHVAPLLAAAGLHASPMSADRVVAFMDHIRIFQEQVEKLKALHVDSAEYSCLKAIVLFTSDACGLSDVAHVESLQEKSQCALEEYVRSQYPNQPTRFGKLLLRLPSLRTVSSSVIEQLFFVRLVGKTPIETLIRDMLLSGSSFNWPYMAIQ
Shn3 3UTR inh: reduces Shn3 3'UTR luciferase signal in osteoblasts. Clone20 osteoblast Shn3 3'UTR firefly luciferase, 24 h. inhibition, % at 12.5 µM. 360,000 compounds, 0.52% hits. AID 588674;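 active = mean inhibition of at least 75% with every replicate also reaching 75%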;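 note: 0% = median of neutral control wells and 100% = pilot-screen positive control compound; some compounds past the cut are filed as inactive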
CF NFkB inh: cystic fibrosis NF-kB activation inhibition; KKLEB NF-kB-GFP reporter, PAF-induced, GFP fluorescence overnight; inhibition, % at 5 µM; 360,000 compounds, 0.86% hits;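 active = at least 50% inhibition at 5 µM, scaled per plate between neutral and stimulator controls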;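 note: PAF is a Pseudomonas aeruginosa culture filtrate used as stimulus; plate controls were PAF-stimulated DMSO wells for no effect and unstimulated DMSO wells for full effect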
KKLEB cytotox: reduces viability of KKLEB cystic fibrosis airway cells | 360,000 compounds, 0.36% hits | KKLEB CF airway cells viability, ATPlite luminescence, overnight; hits give low values; cells stimulated with P. aeruginosa culture filtrate | activity change (cytotoxicity), % at 5 µM;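 active = corrected activity change at or below -50% at 5 µM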
An asterisk follows results filed as active; . = not tested or not shown. The list is partial, so the mix of outcomes need not match the whole.

SMILES	SRC1 inh	LRH-1 inv ag	SRC3 inh	TWEAK Fn14 block	TROY signal inh	LMP1 NFkB inh	C8 TRAIL sens	COUP-TFII inh	Shn3 3UTR inh	CF NFkB inh	KKLEB cytotox
COc1ccc(C2SCC(=O)Nc3c2c(=O)[nH]n3C2CCCCC2)cc1 (stereo not drawn)	-10	10	-12	6	-13	-3	2	0	1	4	4
C=Cn1ccnc1P(=S)(c1ccccc1)c1nccn1C=C	6	19	13	23	-3	-8	-6	13	-26	18	-1
Cc1ccc(S(=O)(=O)NCCC(=O)Nc2ccc(Cl)cc2C(=O)c2ccccc2)cc1	-2	-10	21	37	7	9	17	-13	11	5	4
OC(CN1CCOCC1)c1csc2ccccc12 (stereo not drawn)	-6	-7	3	17	-8	8	-8	5	-23	-5	-12
Oc1ccccc1-[n+]1c(-c2ccccc2)cc(-c2ccccc2)c(O)c1-c1ccccc1	-7	-20	-12	22	-14	3	14	6	-7	3	8
COc1ccc(Oc2c(C)oc3cc(OC(=O)N(C)C)ccc3c2=O)cc1	-4	5	-11	-1	-9	-1	-11	-4	8	11	-15
c1ccc(CCNCc2cccnc2)cc1	-20	-3	-9	6	-4	-4	-11	8	-4	-18	14
O=C(O)c1c[nH]c2ccc(S(=O)(=O)N(CCCl)CCCl)cc12	-3	-3	9	-3	-21	-5	-8	-4	-8	20	-7
O=c1[nH]c(=O)n(CCc2ccccc2)c(O)c1C=NCCN1CCNCC1	-25	4	6	-30	-1	3	19	6	-8	7	-1
C=CCN1CC[C@]23c4c5ccc(O)c4O[C@H]2/C(=N/NC(=O)c2ccccc2)CC[C@@]3(O)[C@H]1C5	0	-46	-17	1	-28	0	-13	-10	5	-11	-21
Cc1c(C(=O)c2cccc3ccccc23)c2cccc3c2n1[C@H](CN1CCOCC1)CO3	-12	-8	-7	-4	-45	14	19	2	14	55*	-7
O=[N+]([O-])c1cc([As](=O)(O)c2ccc(O)c([N+](=O)[O-])c2)ccc1O	-31	8	-13	3	-4	-4	-4	-8	-3	-23	7
O=C1/C(=C\c2ccccc2)C2OCC=C3CN4CCC56c7ccccc7N1C5C2C3CC46 (stereo not drawn)	1	5	6	14	-16	10	22	11	-21	2	9
COc1ccc2c(c1)C1(C(=O)O)CC=CCC1(C(=O)O)C2 (stereo not drawn)	-9	-7	8	7	-5	3	-9	13	-15	9	-2
COC(=O)C1=C(c2ccccc2)C[C@@H]2CC[C@H]1N2C(=O)NCc1ccccc1	-1	25	4	2	-11	-2	-7	-8	-19	-24	6
CCN1C(=O)C(=Cc2c(C)n(CC(=O)NCC3CCCO3)c3ccccc23)C(=O)N(CC)C1=S (stereo not drawn)	3	13	3	5	21	0	8	-6	2	-15	4
Cc1ccccc1C1=NCC(=O)N(CC(=O)NCc2ccco2)c2sc3c(c21)CCCC3	-1	16	-5	4	6	8	-5	21	-2	-21	18
CCOP(=O)(Cc1ccc(C(=O)CC)o1)OCC	6	-9	13	3	11	1	17	20	-6	5	-1
C[C@@H]1O[C@@H](O[C@@H]2C=C3CC[C@@H]4C(CC[C@]5(C)[C@@H](c6ccc(=O)oc6)CC[C@]45O)[C@@]3(C)CC2)[C@H](O)[C@H](O)[C@H]1O (stereo partly drawn)	93*	100*	91*	86*	51*	82*	76*	73*	3	89*	-76*
COc1ccc(-c2ccc(OC)c(OC)c2OC)cc1	-26	-29	-12	1	-28	11	17	-26	-14	23	-8
Cc1oc(-c2cccs2)nc1CSCC(=O)N1CCC2(CC1)OCCO2	-10	-6	-11	6	9	6	-22	-2	19	10	-5
COc1cc2c(cc1OC)CC[N+](C)=C2	16	7	10	-5	-19	-1	10	-14	-5	16	0
CCN1CCN(c2ccc([N+](=O)[O-])cc2C=C2C(=O)NC(=O)NC2=O)CC1	-8	-5	5	7	-13	2	0	-1	8	-4	-4
CN1CCN(c2ccc3nccnc3c2)CC1	4	-15	13	3	2	-4	-4	-2	-8	24	-2
O=NN1CCCCC1	12	21	28	-4	2	-8	-13	12	21	9	2

14 of the compounds above, with values under each structure:
Values run as follows: SRC1 inh | LRH-1 inv ag | SRC3 inh | TWEAK Fn14 block | TROY signal inh | LMP1 NFkB inh | C8 TRAIL sens | COUP-TFII inh | Shn3 3UTR inh | CF NFkB inh | KKLEB cytotox
- c1ccc(CCNCc2cccnc2)cc1
 : -20 | -3 | -9 | 6 | -4 | -4 | -11 | 8 | -4 | -18 | 14
- O=C(O)c1c[nH]c2ccc(S(=O)(=O)N(CCCl)CCCl)cc12
 : -3 | -3 | 9 | -3 | -21 | -5 | -8 | -4 | -8 | 20 | -7
- O=c1[nH]c(=O)n(CCc2ccccc2)c(O)c1C=NCCN1CCNCC1
 : -25 | 4 | 6 | -30 | -1 | 3 | 19 | 6 | -8 | 7 | -1
- C=CCN1CC[C@]23c4c5ccc(O)c4O[C@H]2/C(=N/NC(=O)c2ccccc2)CC[C@@]3(O)[C@H]1C5
 : 0 | -46 | -17 | 1 | -28 | 0 | -13 | -10 | 5 | -11 | -21
- Cc1c(C(=O)c2cccc3ccccc23)c2cccc3c2n1[C@H](CN1CCOCC1)CO3
 : -12 | -8 | -7 | -4 | -45 | 14 | 19 | 2 | 14 | 55* | -7
- O=[N+]([O-])c1cc([As](=O)(O)c2ccc(O)c([N+](=O)[O-])c2)ccc1O
 : -31 | 8 | -13 | 3 | -4 | -4 | -4 | -8 | -3 | -23 | 7
- O=C1/C(=C\c2ccccc2)C2OCC=C3CN4CCC56c7ccccc7N1C5C2C3CC46 (stereo not drawn)
 : 1 | 5 | 6 | 14 | -16 | 10 | 22 | 11 | -21 | 2 | 9
- COc1ccc2c(c1)C1(C(=O)O)CC=CCC1(C(=O)O)C2 (stereo not drawn)
 : -9 | -7 | 8 | 7 | -5 | 3 | -9 | 13 | -15 | 9 | -2
- COC(=O)C1=C(c2ccccc2)C[C@@H]2CC[C@H]1N2C(=O)NCc1ccccc1
 : -1 | 25 | 4 | 2 | -11 | -2 | -7 | -8 | -19 | -24 | 6
- CCN1C(=O)C(=Cc2c(C)n(CC(=O)NCC3CCCO3)c3ccccc23)C(=O)N(CC)C1=S (stereo not drawn)
 : 3 | 13 | 3 | 5 | 21 | 0 | 8 | -6 | 2 | -15 | 4
- Cc1ccccc1C1=NCC(=O)N(CC(=O)NCc2ccco2)c2sc3c(c21)CCCC3
 : -1 | 16 | -5 | 4 | 6 | 8 | -5 | 21 | -2 | -21 | 18
- CCOP(=O)(Cc1ccc(C(=O)CC)o1)OCC
 : 6 | -9 | 13 | 3 | 11 | 1 | 17 | 20 | -6 | 5 | -1
- C[C@@H]1O[C@@H](O[C@@H]2C=C3CC[C@@H]4C(CC[C@]5(C)[C@@H](c6ccc(=O)oc6)CC[C@]45O)[C@@]3(C)CC2)[C@H](O)[C@H](O)[C@H]1O (stereo partly drawn)
 : 93* | 100* | 91* | 86* | 51* | 82* | 76* | 73* | 3 | 89* | -76*
- COc1ccc(-c2ccc(OC)c(OC)c2OC)cc1
 : -26 | -29 | -12 | 1 | -28 | 11 | 17 | -26 | -14 | 23 | -8

Continuation:
SMILES	SRC1 inh	LRH-1 inv ag	SRC3 inh	TWEAK Fn14 block	TROY signal inh	LMP1 NFkB inh	C8 TRAIL sens	COUP-TFII inh	Shn3 3UTR inh	CF NFkB inh	KKLEB cytotox
C(#CCN1CCCCC1)CN1CCCCC1	3	10	4	-8	-4	.	-2	.	6	-13	-5
CCC1(CC)C(=O)C=CNC1=O	3	-3	7	3	-7	-6	-19	-13	0	1	1
O=C1NC(=O)C(Cc2cccs2)C(=O)N1	-14	-3	-2	2	-11	-1	2	-14	-8	2	-16
Cc1ccc2cccc(OC(=O)N(C)c3ccccc3)c2n1	-17	-22	-4	-7	.	-17	-3	-1	-84	-6	10
N[C@@H](Cc1c[nH]c2ccccc12)c1nnc(SCc2ccc(Cl)cc2)o1	-4	-1	6	-30	-22	-22	1	-10	-9	6	0
Brc1ccc2[nH]cc(C=NN3CCCCCC3)c2c1	3	14	-21	14	4	-2	1	-3	-1	-4	3
CCCCCSc1cc(OC)c(CCNC)cc1OC	-5	-16	17	-8	3	-16	7	5	-16	-5	3
CC1OC(C[N+](C)(C)C)CC1O (stereo not drawn)	0	14	-5	-4	-45	-2	-7	6	-9	3	8
COc1cc(O)c(C(=O)O)c(-c2cc(O)c(O)cc2C)c1	4	10	-1	0	-3	0	-14	0	7	25	7
Brc1ccc(Oc2ccc(Br)cc2Br)c(Br)c1	-21	5	-1	-22	-51	-8	-6	-9	-16	3	8
COc1ccc(NC(c2ccccc2F)P(=O)(Oc2ccccc2)Oc2ccccc2)cc1 (stereo not drawn)	-15	9	11	0	1	-37	7	-2	-13	4	2
CCN(CC)C(=O)c1ccc(NC(=O)c2cc(-n3cnnc3)ccc2Cl)cc1	3	13	2	1	11	3	-8	-2	-12	3	5
N#CC1=C(N)Oc2c(c(=O)sc3ccccc23)C1c1cccnc1 (stereo not drawn)	-15	4	15	15	-29	-2	-28	18	-49	18	-13
CCOC(=O)[C@]12Cc3c(cc(OC)c(OC)c3OC)[C@H]1N(C1CCCCC1)C(=O)c1ccccc12	.	48	.	48	45	.	90*	60*	.	.	.
CCc1ccc(CN2CCCC(C(=O)c3sccc3C)C2)o1 (stereo not drawn)	7	12	12	1	7	-5	-6	14	-8	12	-2
CN1C2CCC1C(COC(=O)c1ccccc1)C(O)C2 (stereo not drawn)	-4	-12	-9	2	-3	6	11	5	2	-17	8
O=c1[nH]c(=S)n(CCC2=CCCCC2)c(O)c1C=NCCCn1ccnc1	-4	6	-12	4	22	0	6	27	-5	7	-11
CN1CC=C2C(C#N)=C(N)C(C#N)(C#N)C(c3ccncc3)C2C1 (stereo not drawn)	-15	6	-16	4	-8	0	-11	.	12	-40	10
COC(=O)C1=C(c2cc3ccccc3s2)C[C@@H]2CC[C@H]1N2C(=O)NCc1ccc(F)cc1	1	16	-2	4	12	-4	10	7	8	-12	-2
Cc1cc(OC(=O)c2cccs2)c2c3c(c(=O)oc2c1)CCCC3	5	23	-1	24	15	-4	17	7	53	-5	-11
C[C@]12CC[C@H](O)CC1=CCC1C2CC[C@]2(C)C(=O)[C@H](Br)CC12 (stereo partly drawn)	-1	11	-8	23	7	10	2	-6	4	36	-12
CC1CC(OC(=O)c2ccccc2)(c2ccccc2)C(C)CN1C (stereo not drawn)	13	8	16	-8	-6	0	-6	16	8	-15	-2

Reformatted as labelled records: part of the list above.
CC1OC(C[N+](C)(C)C)CC1O (stereo not drawn)
- SRC1 inh = 0
- LRH-1 inv ag = 14
- SRC3 inh = -5
- TWEAK Fn14 block = -4
- TROY signal inh = -45
- LMP1 NFkB inh = -2
- C8 TRAIL sens = -7
- COUP-TFII inh = 6
- Shn3 3UTR inh = -9
- CF NFkB inh = 3
- KKLEB cytotox = 8
CCOC(=O)[C@]12Cc3c(cc(OC)c(OC)c3OC)[C@H]1N(C1CCCCC1)C(=O)c1ccccc12
- SRC1 inh = .
- LRH-1 inv ag = 48
- SRC3 inh = .
- TWEAK Fn14 block = 48
- TROY signal inh = 45
- LMP1 NFkB inh = .
- C8 TRAIL sens = 90*
- COUP-TFII inh = 60*
- Shn3 3UTR inh = .
- CF NFkB inh = .
- KKLEB cytotox = .
